Vif-APOBEC3G blk – inhibitors of Vif-APOBEC3G interaction. Potency, µM (series often up to 46.1 µM), inactives show top-dose activity, negative = active, most hits filed as inhibitors. HeLa A3G-eYFP + Vif (tagged APOBEC3G with the HIV-1 protein that degrades it), YFP fluorescence, overnight. 410,000 tested, 0.076% active. AID 602310;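 note: potency is the fitted concentration of half-maximal effect; % is set by controls: 0 for no effect and ±100 for the full control effect; nearly all actives have a fitted effect of over 60% in size; hits raise eYFP signal because A3G escapes Vif-driven loss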
Target sequence (Q9HC16 whole entry, looked up): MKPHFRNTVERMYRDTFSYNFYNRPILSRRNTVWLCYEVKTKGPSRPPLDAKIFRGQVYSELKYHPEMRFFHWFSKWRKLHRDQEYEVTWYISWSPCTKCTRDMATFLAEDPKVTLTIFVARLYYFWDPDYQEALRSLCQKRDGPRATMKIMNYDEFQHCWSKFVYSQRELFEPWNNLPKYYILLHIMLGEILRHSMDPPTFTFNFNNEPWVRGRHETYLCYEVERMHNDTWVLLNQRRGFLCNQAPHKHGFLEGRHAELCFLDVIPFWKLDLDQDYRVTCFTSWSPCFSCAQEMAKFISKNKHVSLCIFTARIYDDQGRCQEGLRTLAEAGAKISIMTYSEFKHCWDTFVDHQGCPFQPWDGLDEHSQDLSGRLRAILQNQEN
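HeLa cells stably expressing Vif and C-terminally eYFP-tagged A3G, seeded overnight at 37 deg C, then exposed to compound by pintool overnight at 37 deg C. Rise in yellow fluorescence (Ex 488/Em 500-530, Acumen) marks blocked Vif-driven A3G degradation.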
D2 ag – agonists of human D2 dopamine receptor; P14416; HEK293 T-REx D2 cells, calcium flux agonist mode; activation, % at 2 µM; 340,000 tested, 0.53% active; AID 485358;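 active = activation over 3 SD above normal in the single-dose calcium agonist read, cut at about 30% in these data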; note: 0% is about no effect
Target sequence (P14416 whole entry, looked up): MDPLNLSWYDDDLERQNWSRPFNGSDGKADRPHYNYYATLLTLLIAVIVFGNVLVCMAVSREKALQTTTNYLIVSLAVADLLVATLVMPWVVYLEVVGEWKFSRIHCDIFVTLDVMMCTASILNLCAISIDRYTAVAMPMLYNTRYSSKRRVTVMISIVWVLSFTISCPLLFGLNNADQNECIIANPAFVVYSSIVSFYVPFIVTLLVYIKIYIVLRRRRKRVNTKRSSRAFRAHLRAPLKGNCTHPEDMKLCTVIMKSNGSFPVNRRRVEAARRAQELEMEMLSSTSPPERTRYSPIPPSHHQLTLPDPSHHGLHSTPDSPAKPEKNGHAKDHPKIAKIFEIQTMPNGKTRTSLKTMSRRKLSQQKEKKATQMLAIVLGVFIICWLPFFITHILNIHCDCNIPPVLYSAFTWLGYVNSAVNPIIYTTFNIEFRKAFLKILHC
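Tetracycline-induced HEK293 T-REx cells with force-coupled D2 receptor, plated overnight at 30 C, loaded with no-wash calcium dye. After a 10 s baseline, compound was pin-added and calcium flux read kinetically for 180 s; calcium rises flagged agonists.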
GRP78 ERSR act – inducers of ER stress response in human glioma cells. 420,000 tested, 0.02% active. U87-MG GRP78 promoter luciferase reporter, 16 h. Potency, µM, without a hit: at the top dose activation, actives largely listed as activators; note: potency is the fitted concentration of half-maximal effect; series mostly up to about 76 µM; % of control where 0% means no effect; nearly all actives have a fitted effect of over 35% in size
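ERSR induction read as luciferase luminescence (Bright-Glo, 10 min at room temperature) in stably transfected human U87-MG glioma cells exposed to compounds for 16 h, using GRP78 as sensor.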
ERG Ets-DNA blk – inhibitors of human ERG Ets domain-DNA interaction. Potency, µM (series often up to 76.9 µM), without a hit: top-dose FP activity, negative = inhibition, hits mostly inhibitors. fluorescence polarization, His-ERG Ets domain / labelled DNA. AID 624246. P11308. 370,000 tested, 0.028% active; active = well fitted inhibition curve with a large enough effect in the polarisation, with a control signal flat; inconclusive = small, poorly fitted or top-dose-only effect, or effect the other way, or a change in a side signal; inactive = no such curve, though single readings can be large or run the other way; the % refers to the polarisation;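 note: polarization taken with two DNA probes labelled with fluorescein and Texas red; potency is the fitted concentration of half-maximal effect; % of control where 0% means no effect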
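His-tagged ERG Ets domain (1 uM in the protein solution; 300mM KCl, 50mM Tris-HCl, 1mM EDTA, 1mM DTT, pH 7.5) received compound, then a probe mix of 5 nM fluorescein-DNA and 100nM Texas-615-DNA. Fluorescence polarization was read for both dyes.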
D2 antag – D2 dopamine receptor (human) antagonism | 340,000 tested, 2% active | P14416 | HEK293 TREx D2 cells, calcium flux, dopamine EC80 | inhibition, % at 10 µM; in the data active = inhibition above about 30%; note: 0% is about no effect
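Inhibition of EC80 dopamine-driven calcium flux, recorded kinetically, defines activity here; cells are a tetracycline-induced HEK293 T-REx line expressing force-coupled D2.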
RGS4 inh – inhibitors of human regulator of G protein signaling 4; P49798; Transcreener GDP fluorescence polarization, RGS4-accelerated GTP hydrolysis; Potency, µM (doses to about 114 µM), for the others: at the top dose activity change, negative = inhibition, actives largely listed as inhibitors; 390,000 tested, 0.039% active; note: potency is the fitted concentration of half-maximal effect; % is set by controls: 0 for no effect and ±100 for the full control effect; nearly all actives have a fitted effect of over 75% in size; some results filed as inactive show a strong effect at the top dose
Target sequence (P49798 whole entry, looked up): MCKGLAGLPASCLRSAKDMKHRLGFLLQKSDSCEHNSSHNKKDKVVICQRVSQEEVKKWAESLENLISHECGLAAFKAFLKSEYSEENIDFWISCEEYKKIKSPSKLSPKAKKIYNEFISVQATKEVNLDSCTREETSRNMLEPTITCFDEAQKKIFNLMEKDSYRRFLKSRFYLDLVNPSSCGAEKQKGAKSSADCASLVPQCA
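MLSMR compounds (23 nl, pin-transferred) preincubated 10 min at room temperature with a 500nM (2x) first reagent, then RGS4 at 900nM (2x) plus Transcreener GDP mix added; fluorescence polarization (620/688 nm) read before and after 90 min at 30 °C.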
Vif-A3F inh – blocks the Vif interaction with APOBEC3F. AID 602313. HeLa A3F-eYFP + Vif (tagged APOBEC3F with the HIV-1 protein that degrades it), YFP fluorescence increase. 390,000 tested, 0.2% active. Potency, µM (series often up to 46.1 µM), for inactives: top-dose activity, negative = active; note: potency is the fitted concentration of half-maximal effect; % of control where 0% means no effect; nearly all actives have a fitted effect of over 65% in size
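HeLa cells stably expressing A3F-eYFP plus Vif, plated and incubated overnight at 37 deg C, then exposed to compounds overnight at 37 deg C. Blocked degradation read as raised yellow fluorescence (Ex 488/Em 500-530).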
LDHA block – inhibitors of human lactate dehydrogenase A; 480,000 tested, 0.15% active; purified LDHA, NADH/diaphorase-resazurin fluorescence; hits give low values; activity change, % (values are at about 110 or 230 µM); P00338; AID 1347041; in the data active = activity change below about -30%; inconclusive = mostly about -25% to -30%;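 note: plate controls were DMSO wells for no effect and wells without enzyme for full effect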
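Resorufin fluorescence (ex540/em590), read at 0 and 20 min after diaphorase/resazurin addition, reports the NADH left after a 5 min room-temperature reaction of 2 nM human LDH5 with 0.06 mM NADH and 0.2 mM pyruvate.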
ALOX12 inh – inhibitors of human 12S-lipoxygenase ALOX12; P18054; purified 12hLO, xylenol orange hydroperoxide absorbance; Potency, µM (titrated, usually from 108 µM), for inactives: top-dose activity change, negative = inhibition, most hits filed as inhibitors; 580,000 tested, 1.1% active; AID 1671190; note: potency is the fitted concentration of half-maximal effect; % is set by controls: 0 for no effect and ±100 for the full control effect
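Purified human 12hLO (150 nM final) in 25 mM Hepes, 0.01% Triton X-100, pH 7.0 was preincubated 15 min at room temperature with compound. Then 40 uM arachidonic acid was added, 30 min. Hydroperoxide was read by Fe-XO absorbance ratio 573/405 nm.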
* marks the source's active call; other numbers are inactive results; ? = inconclusive; / = not tested or not shown; [ ] = remark or other dose. Unless noted, calls come from the whole dose curve; as a rule, active = well fitted curve in the direction sought with a large enough effect; inconclusive = small, poorly fitted or top-dose-only effect, or another doubt; inactive = no such curve, though single readings can be large; an effect the other way counts as inactive or inconclusive. This is a subset; rates above refer to the full screens.

SMILES | Vif-APOBEC3G blk | D2 ag | GRP78 ERSR act | ERG Ets-DNA blk | D2 antag | RGS4 inh | Vif-A3F inh | LDHA block | ALOX12 inh
O=C(Cn1c(=O)n(-c2ccccc2)c(=O)c2c3c(sc21)CCCC3)Nc1cccc(F)c1 | 0% | 0.4 | -4% | -4% | / | 10% | -6% | -5 | 0%
Oc1c(C(c2ccccc2Cl)N2CCC(O)CC2)sc2nc(-c3ccco3)nn12 (stereo not drawn) | -1% | 1.1 | -5% | 3% | / | -11% | -2% | 9 | -29%
CC12CC(O)C3c4ccc(O)cc4CCC3C1CC/C2=N\O (stereo not drawn) | -4% | -0.1 | 0% | 1% | 24 | -11% | -4% | 1 | 0%
O=C(Nc1cccc(F)c1)C1CCN(S(=O)(=O)c2cnc[nH]2)CC1 | -8% | 1.1 | -4% | -16% | 0 | 0% | -4% | -6 | 13%
CCCCN(C)C(=O)c1sc2ncn(CC)c(=O)c2c1C | 1% | 0.1 | 1% | 3% | -10 | -3% | -9% | -7 | 429%[activator]
CC(C)CC(=O)Nc1nnc(CSCc2ccc(F)cc2)s1 | 0% | -0.1 | -1% | -18% | -2 | 13% | 11% | -8 | 9%
CC1(C(=O)NS(=O)(=O)c2ccccc2Cl)CCN1C(=O)Cc1ccc(Cl)cc1Cl (stereo not drawn) | -2% | / | -2% | / | / | / | / | -11 | -12%
CCCC(=O)Nc1c2c(nc3ccccc13)N(c1ccccc1)CC2 | -1% | / | -2% | 0% | / | -38% | 1% | -6 | /
NC(=O)Cn1c(=O)n(CCc2ccccc2)c(=O)c2c3c(sc21)CCCC3 | -1% | -1.8 | -2% | -2% | 2 | 23% | -20% | -11 | -3%
Cc1ccccc1-c1noc(-c2cccnc2N(C)Cc2ccc(Cl)cc2)n1 | -2% | 0.7 | -2% | 1% | / | 24% | 2% | -5 | -16%
Cc1ccc2oc(=O)c(-c3nc4ccc(C)cc4[nH]3)cc2c1 | 1% | 1.8 | 1% | -5% | / | -15% | -11% | 2 | -19%
Cc1ccc(C23CC4CC(CC(NC(=O)NCCN(C)C)(C4)C2)C3)cc1 | 2% | -1.2 | -2% | -4% | 0 | -10% | / | 2 | -19%
Cc1cc(C)c(C)c(OCCCCN2CCCCC2)c1 | 0% | 0.5 | -1% | 4% | 55* | -24% | 2% | -4 | 0%
CCN(CC)S(=O)(=O)c1cccc(C(=O)Nc2sc3c(c2C#N)CCC(C)C3)c1 (stereo not drawn) | -4% | -1.3 | 1% | -6% | / | 2% | 1% | 2 | -15%
COc1ccc(CN2CCN(Cc3ccccc3F)CC2)c(OC)c1 | 2% | -2.0 | -7% | -14% | 5 | -4% | -13% | -23 | ?

Eleven entries from above, sorted by length of the SMILES, lowest first.
SMILES | Vif-APOBEC3G blk | D2 ag | GRP78 ERSR act | ERG Ets-DNA blk | D2 antag | RGS4 inh | Vif-A3F inh | LDHA block | ALOX12 inh
Cc1cc(C)c(C)c(OCCCCN2CCCCC2)c1 | 0% | 0.5 | -1% | 4% | 55* | -24% | 2% | -4 | 0%
CC(C)CC(=O)Nc1nnc(CSCc2ccc(F)cc2)s1 | 0% | -0.1 | -1% | -18% | -2 | 13% | 11% | -8 | 9%
CC12CC(O)C3c4ccc(O)cc4CCC3C1CC/C2=N\O (stereo not drawn) | -4% | -0.1 | 0% | 1% | 24 | -11% | -4% | 1 | 0%
CCCC(=O)Nc1c2c(nc3ccccc13)N(c1ccccc1)CC2 | -1% | / | -2% | 0% | / | -38% | 1% | -6 | /
Cc1ccccc1-c1noc(-c2cccnc2N(C)Cc2ccc(Cl)cc2)n1 | -2% | 0.7 | -2% | 1% | / | 24% | 2% | -5 | -16%
O=C(Nc1cccc(F)c1)C1CCN(S(=O)(=O)c2cnc[nH]2)CC1 | -8% | 1.1 | -4% | -16% | 0 | 0% | -4% | -6 | 13%
NC(=O)Cn1c(=O)n(CCc2ccccc2)c(=O)c2c3c(sc21)CCCC3 | -1% | -1.8 | -2% | -2% | 2 | 23% | -20% | -11 | -3%
Oc1c(C(c2ccccc2Cl)N2CCC(O)CC2)sc2nc(-c3ccco3)nn12 (stereo not drawn) | -1% | 1.1 | -5% | 3% | / | -11% | -2% | 9 | -29%
CCN(CC)S(=O)(=O)c1cccc(C(=O)Nc2sc3c(c2C#N)CCC(C)C3)c1 (stereo not drawn) | -4% | -1.3 | 1% | -6% | / | 2% | 1% | 2 | -15%
CC1(C(=O)NS(=O)(=O)c2ccccc2Cl)CCN1C(=O)Cc1ccc(Cl)cc1Cl (stereo not drawn) | -2% | / | -2% | / | / | / | / | -11 | -12%
O=C(Cn1c(=O)n(-c2ccccc2)c(=O)c2c3c(sc21)CCCC3)Nc1cccc(F)c1 | 0% | 0.4 | -4% | -4% | / | 10% | -6% | -5 | 0%

Next section:
SMILES | Vif-APOBEC3G blk | D2 ag | GRP78 ERSR act | ERG Ets-DNA blk | D2 antag | RGS4 inh | Vif-A3F inh | LDHA block | ALOX12 inh
CCN(CC(=O)Nc1cc(Cl)ccc1C)C(=O)C1CC1 | 0% | 0.2 | -4% | / | 56* | 1% | 5% | -5 | 160%[activator]
COc1cccc(CN(C)C(=O)CSCC(=O)Nc2cc(C)on2)c1OC | 0% | -0.5 | -2% | 17% | -33 | -10% | 2% | -4 | -6%
CN(C)c1oc(-c2cccs2)nc1C#N | 0% | / | -6% | -10% | / | -18%[11.4 µM] | 1% | -4 | 0%
COc1ccc(C2=NN(C(C#N)c3ccc(OC)cc3)C(c3ccccc3)C2)cc1 (stereo not drawn) | -1% | -0.7 | 4% | 2% | -1 | 0% | 2% | -13 | ?
O=C1CCCC/C1=C/Nc1ccc2c(c1)OCO2 | 0% | -1.2 | -3% | -10% | 8 | 21% | 13% | 10 | ?
OCC[C@@H]1C[C@H](O)[C@@H](O)[C@@]2(OCc3cc(Cl)ccc32)O1 | 0% | / | -2% | / | / | / | -9% | -7 | -10%
CC(=O)c1cccc(NC(=O)C(C)OC(=O)CCN=C2NS(=O)(=O)c3ccccc32)c1 (stereo not drawn) | 0% | 0.0 | -4% | 7% | 1 | -23% | 10% | -1 | -1%
NS(=O)(=O)c1cc(C(=O)OCCNC(=O)c2ccccc2)c(Cl)cc1Cl | -3% | / | -3% | -11% | / | -24% | -3% | -9 | 0%
Cc1ccc(NC(=O)c2nc(S(=O)(=O)Cc3ccccc3C)ncc2Cl)cc1C | -9% | 0.3 | -18% | 3% | 34* | ? | 2% | -2 | -23%
COc1ccc(S(=O)(=O)Nc2cc(C)on2)cc1OC | 5% | 0.3 | -4% | -6% | 0 | -6% | -1% | 1 | 0%
CC(C)(C)NC(=O)COC(=O)c1ccc(NC(=O)CC#N)cc1 | -3% | 1.1 | -2% | -1% | 8 | -11% | 4% | 13 | -18%
O=C(O)c1ccc(CNc2ccccc2C(=O)O)cc1 | 0% | -2.8 | 10% | -5% | 21 | -19% | -6% | -1 | 1%
COc1ccc(NC(=O)CN(C)CC(=O)Nc2ccccc2SC)cc1Cl | -1% | -0.3 | 0% | -5% | 0 | -4% | 0% | -8 | 20%
COc1ccc(C(C)NC(=O)c2ccccc2Br)cc1OC (stereo not drawn) | 3% | -0.1 | -1% | -5% | 11 | -10% | -3% | -1 | -2%
COCCNC(=O)Cc1ccc(F)cc1 | -2% | 0.4 | -5% | -5% | -1 | -6% | -21% | -5 | -7%
CN(Cc1ccccn1)C(=O)C1CCC(=O)N(Cc2cccc(C(F)(F)F)c2)C1 (stereo not drawn) | 2% | -0.2 | -4% | -3% | -5 | 41% | 1% | -11 | 0%
CC1=C(C(=O)Nc2ccccc2)C(c2cc(CN3CCOCC3)cs2)C2=C(CCCC2=O)N1 (stereo not drawn) | 4% | -0.1 | -3% | 5% | -1 | 32% | 6% | 3 | 0%
C=CCc1cc(OC)ccc1OCCON1C(=O)CCC1=O | 1% | 0.0 | -4% | -1% | 4 | -15%[11.4 µM] | -3% | -10 | 0%
CC1=C(C(=O)N2CCOCC2)CC(CC(=O)NCCc2ccccn2)C(=O)N1Cc1ccc(C(C)(C)C)cc1 (stereo not drawn) | -4% | / | -2% | / | / | / | 0% | -1 | 1%
O=C(CSCc1ccco1)NC1CCCC1 | -6% | -0.9 | 3% | 0% | -3 | -9% | -4% | -10 | -17%
COCC(=O)N(Cc1cc2ccc(C)cc2[nH]c1=O)c1ccc(OC)cc1 | -1% | 0.4 | -4% | 0% | 7 | -23% | -3% | -2 | -19%
CC1CCN(S(=O)(=O)c2ccc3nc(N4CCN(c5ccccc5F)CC4)ccc3c2)CC1 | 1% | / | -3% | 0% | / | -11% | 4% | 0 | ?
C=CCNC(=O)NC(=O)COC(=O)/C(C#N)=C/c1cc(C)n(CCC(C)C)c1C | -3% | 0.9 | 3% | 7% | -7 | -15% | -13% | -4 | -17%
